Screening results deposited in PubChem by Broad Institute.
ERp5 inh = inhibitors of ERp5-driven insulin aggregation, primary screen, biochemical, turbidity, absorbance 650 nm, single point; Protein disulfide-isomerase A6 (Homo sapiens), Q15084; hit rate 0.05% among 350,000; 90 min; inhibition, % at 9.99 µM; AID 651711, 2012;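 active means mean replicate inhibition above about 25%, with every replicate also reaching it, limit read from the data, passing the limit was not always enough; inconclusive means only one of those two criteria met; inactive means neither criterion met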
RAD52 anneal inh = RAD52 DNA annealing inhibitors, primary screen, biochemical, FRET, single point, set 2; DNA repair protein RAD52 homolog (Homo sapiens), P43351; recombinant RAD52 DNA annealing, FRET fluorescence; inhibition, % at 18.7 µM; hit rate 0.46% among 360,000;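 active means every replicate showing at least 50% inhibition; inconclusive means mean inhibition at least 50% but not in every replicate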
RAD54 branch = inhibitors of human RAD54 branch migration, primary screen, biochemical, fluorescence, single point | DNA repair and recombination protein RAD54-like (Homo sapiens), Q92698 | inhibition, % at 10.4 µM | RAD54 Holliday junction branch migration, FAM/BHQ fluorescence | hit rate 0.14% among 360,000;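 active means mean normalized replicate activity at least 40 and at least half of replicates scoring 40 or more; inconclusive means only one of the two criteria met; inactive means mean below 40 and under half of replicates reaching 40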;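 further: 0% = median of neutral control wells and 100% = median of positive control wells; inhibitors cause a drop in the FAM fluorescence signal; in these data hits start at about 50%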
XiGFP reactiv = activators of inactive X chromosome reactivation, primary screen, imaging, XiGFP fibroblasts, GFP high-content imaging, set 2 | AID 743238, 2013 | XiGFP mouse fibroblasts, % GFP-positive cells imaging, 3 d; cells co-treated with 5-aza-dC sensitizer; scaled so ellipticine positive control = 100% | activation, % at 7.58 µM | hit rate 0.055% among 360,000;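 active means mean normalized replicate activation at least 10% and every replicate at or above 10%; inconclusive means only one of the two criteria met; inactive means mean below 10% and not all replicates reach 10%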;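 further: 0% = median of on-plate neutral control wells and 100% = ellipticine 6 µM median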
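material = 68-5-11 XiGFP fibroblast line | medium = DMEM plus 5-aza-dC sensitizer | schedule = 3 days compound exposure | benchmarks = positive control ellipticine, 6 µM final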
S100A4 inh HTS = inhibitors of S100A4-myosin IIA peptide binding, primary screen, biochemical, fluorescence polarization, TAMRA-MyoIIA peptide. AID 652163, 2013. inhibition, % at 10.7 µM. hit rate 0.14% among 360,000;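 active means mean inhibition of at least 70% across replicates, with every replicate also reaching that level; inconclusive means mean inhibition reaches 70% but some replicates fall short; inactive means mean inhibition below 70%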
Target sequence (P26447 whole entry, looked up): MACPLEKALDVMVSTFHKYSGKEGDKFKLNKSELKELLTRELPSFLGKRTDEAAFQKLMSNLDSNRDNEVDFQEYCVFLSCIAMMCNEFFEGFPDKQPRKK
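Material: S100A4 monomer protein / Buffer or medium: 50 mM HEPES pH 7.2, 10 mM CaCl2, 100 mM KCl / Times: 5 min incubation before reading / Benchmarks: neutral control DMSO, positive control TFP / Reagent: labelled myosin peptide probe, 5 nM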
esBAF inh = Bmi1 luciferase reporter increase in mESCs, primary screen, esBAF inhibitor project, mouse ES cells, Bmi1 luciferase knock-in, single point | hit rate 2% among 350,000 | 24 h; 100% = twice the neutral-well signal | reporter increase, % at 12.5 µM | AID 602393, 2012; in the data active means activation above about 40%; inconclusive means no clear call, values can overlap the other calls;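 further: 0% = median of the plate's neutral control wells and 100% = double that signal; a rise in the Bmi1 reporter signal indicates esBAF inhibition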
E-sel inducer = E-selectin induction in HUVECs, primary screen, imaging, HUVEC, immunofluorescence imaging, single point; hit rate 0.37% among 260,000; normalized: neutral wells 0, TNF-alpha wells 100; activation, % at 7.58 µM; P16581; AID 686992, 2013;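 active means mean E-selectin-positive cell signal at least 10% of the positive control, reached in at least 60% of replicates, without over 20% cell loss; inconclusive means no rule given, readout overlaps actives, possibly toxicity-flagged; inactive means the rest, including those meeting only one limit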;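 further: in these data hits start at about 27%; measured in HUVEC primary endothelial cells; signal is the percent of cells scored E-selectin positive by PE staining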
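Material: HUVEC primary endothelial cells; Amount: 3,000 cells per well; Dosing: single concentration; Medium: EGM-2 growth medium on 0.1% gelatin-coated wells; Read-out basis: percent E-selectin-positive cells; Signal: immunofluorescence imaging; Control set: TNF-alpha, DMSO.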
ERAP1 inh = human ERAP1 aminopeptidase inhibitors, primary screen, biochemical, single point, plate reader. recombinant ERAP1, Leu-AMC fluorescence, 60 min. inhibition, % at 10.7 µM. hit rate 0.15% among 340,000. AID 652197, 2013;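 active means mean replicate inhibition of at least 30%, or all replicates individually reaching that 30% level; inactive means mean below 30% and not every replicate reaching it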;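 further: 0% = neutral control wells and 100% = L-leucinethiol positive control wells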
Target sequence (Q9NZ08 whole entry, looked up): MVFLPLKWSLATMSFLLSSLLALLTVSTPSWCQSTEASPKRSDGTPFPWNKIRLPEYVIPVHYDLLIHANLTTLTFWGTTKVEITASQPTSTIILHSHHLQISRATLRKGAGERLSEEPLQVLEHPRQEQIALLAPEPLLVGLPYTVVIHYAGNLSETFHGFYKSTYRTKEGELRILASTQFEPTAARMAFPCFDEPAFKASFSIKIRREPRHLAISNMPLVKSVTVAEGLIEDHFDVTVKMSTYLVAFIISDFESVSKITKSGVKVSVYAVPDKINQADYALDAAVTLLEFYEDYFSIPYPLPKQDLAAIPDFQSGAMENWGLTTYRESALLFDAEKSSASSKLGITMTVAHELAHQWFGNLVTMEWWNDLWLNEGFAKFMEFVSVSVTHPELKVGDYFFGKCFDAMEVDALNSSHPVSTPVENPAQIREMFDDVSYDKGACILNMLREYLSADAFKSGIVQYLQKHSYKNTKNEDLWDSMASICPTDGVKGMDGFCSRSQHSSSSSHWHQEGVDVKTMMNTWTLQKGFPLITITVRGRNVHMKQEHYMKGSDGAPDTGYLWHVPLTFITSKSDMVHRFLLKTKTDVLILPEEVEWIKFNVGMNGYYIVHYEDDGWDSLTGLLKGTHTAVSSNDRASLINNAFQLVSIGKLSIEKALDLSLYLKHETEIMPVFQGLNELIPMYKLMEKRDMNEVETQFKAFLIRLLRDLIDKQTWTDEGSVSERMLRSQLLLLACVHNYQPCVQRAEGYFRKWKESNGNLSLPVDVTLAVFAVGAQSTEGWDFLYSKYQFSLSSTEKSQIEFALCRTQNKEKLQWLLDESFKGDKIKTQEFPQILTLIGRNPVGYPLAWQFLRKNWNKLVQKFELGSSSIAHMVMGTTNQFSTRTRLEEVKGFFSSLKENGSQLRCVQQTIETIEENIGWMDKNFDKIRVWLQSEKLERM
Active calls of the source: *; & = joins results of further samples.

Results for O=C(Cc1ccccc1)Nc1ccc2c(c1)C(=O)N(CC1CCCO1)C2=O (configuration not stated) ?
ERp5 inh: -1; RAD52 anneal inh: -11; XiGFP reactiv: 0.0; S100A4 inh HTS: -1; ERAP1 inh: 13

How did CN1CCN(S(=O)(=O)c2ccc(NC(=S)NC(=O)C3CCCCC3)cc2)CC1 do in these assays?
ERp5 inh: 2; RAD52 anneal inh: -9; XiGFP reactiv: 0.0; S100A4 inh HTS: -9; ERAP1 inh: 5

How did C[C@H]1CN([C@@H](C)CO)C(=O)Cc2cc(NS(=O)(=O)c3ccc(F)cc3)ccc2O[C@@H]1CN(C)Cc1ccc(C(=O)O)cc1 do in these assays?
ERp5 inh: -4; RAD52 anneal inh: -13; RAD54 branch: -8; XiGFP reactiv: -0.6; S100A4 inh HTS: -11; esBAF inh: -3; E-sel inducer: -0.1; ERAP1 inh: 2

What do the screens show for `COc1ccccc1NS(=O)(=O)c1cc(C(=O)N2CCCC2)ccc1F`?
ERp5 inh: 8; RAD52 anneal inh: 7; RAD54 branch: -10; XiGFP reactiv: -0.1; S100A4 inh HTS: -10; esBAF inh: -4; E-sel inducer: -0.1; ERAP1 inh: -3

Results for COCCNS(=O)(=O)c1cc2[nH]c3c(c2cc1C)C(=O)CC(C)(C)C3 ?
ERp5 inh: -9; RAD52 anneal inh: -9; RAD54 branch: -1; XiGFP reactiv: 0.3; S100A4 inh HTS: -5; esBAF inh: 0; E-sel inducer: 0.5; ERAP1 inh: 0

Results for Cc1ccc(OCCOC(=O)c2cccc(S(=O)(=O)N3CC(C)OC(C)C3)c2)cc1 (configuration not stated) ?
ERp5 inh: 5; RAD52 anneal inh: 6; RAD54 branch: -6; XiGFP reactiv: 0.3; S100A4 inh HTS: -1; esBAF inh: 0; E-sel inducer: 0.5; ERAP1 inh: -3

Results for CCC(=O)N1CCN(c2ccccc2NC(=O)COc2cccc(C)c2)CC1 ?
ERp5 inh: 5; RAD52 anneal inh: -8; RAD54 branch: 5; S100A4 inh HTS: 22; esBAF inh: 5; ERAP1 inh: 3

Results for COc1cccc(NS(=O)(=O)c2ccc(S(=O)(=O)N3CCCC3)cc2)c1 ?
ERp5 inh: 1; RAD52 anneal inh: -9; RAD54 branch: 2; XiGFP reactiv: -0.1; S100A4 inh HTS: -3; esBAF inh: 7; ERAP1 inh: 1

What do the screens show for `COc1ccc(NC(=O)N(C)C[C@H]2Oc3ccc(NC(=O)Cc4cn(C)c5ccccc45)cc3CC(=O)N([C@@H](C)CO)C[C@H]2C)cc1`?
ERp5 inh: -12; RAD52 anneal inh: 14; RAD54 branch: 5; XiGFP reactiv: 0.0; S100A4 inh HTS: -3; esBAF inh: -2; E-sel inducer: inconclusive; ERAP1 inh: 0

Results for Cc1ccnc(NC(=O)c2ccc(Cl)c(S(=O)(=O)N3CCCC3)c2)c1 ?
ERp5 inh: 0; RAD52 anneal inh: -11; XiGFP reactiv: -0.1; S100A4 inh HTS: 57; E-sel inducer: 0.2; ERAP1 inh: 0

How did COc1ccc(NC(=O)c2cnc(SC)nc2C)c(OC)c1 do in these assays?
ERp5 inh: -1; RAD52 anneal inh: -1; RAD54 branch: -5; XiGFP reactiv: 0.4; S100A4 inh HTS: -1; esBAF inh: -6; E-sel inducer: 0.6; ERAP1 inh: -1

What do the screens show for `CCCC(=O)Oc1c(S(=O)(=O)c2ccc(C)cc2)c(C)nn1C(C)(C)C`?
ERp5 inh: -2; RAD52 anneal inh: -3; RAD54 branch: 2; XiGFP reactiv: 0.5; S100A4 inh HTS: 4; E-sel inducer: -2.9; ERAP1 inh: -2

Results for COc1ccc(S(=O)(=O)Nc2cccc3c2O[C@H](CN(C)C(=O)Nc2ccc4c(c2)OCO4)[C@@H](C)CN([C@H](C)CO)C3=O)cc1 ?
ERp5 inh: -7&-2; RAD52 anneal inh: 5&-33; RAD54 branch: -9&1; XiGFP reactiv: -0.1&0.4; S100A4 inh HTS: 7&-2; esBAF inh: 8&-2; E-sel inducer: 0.0&0.0; ERAP1 inh: 19

How did C[C@@H]1CN([C@@H](C)CO)C(=O)Cc2cc(NC(=O)NC3CCCCC3)ccc2O[C@H]1CN(C)Cc1ccccc1 do in these assays?
ERp5 inh: 0; RAD52 anneal inh: 31; RAD54 branch: 3; XiGFP reactiv: -1.2; S100A4 inh HTS: 37; esBAF inh: 6; ERAP1 inh: 4

How did Cc1noc(C)c1S(=O)(=O)N(C)C[C@@H]1OCCCC[C@@H](C)Oc2ccc(NC(=O)Cc3ccccc3)cc2C(=O)N([C@H](C)CO)C[C@H]1C do in these assays?
ERp5 inh: -9; RAD52 anneal inh: -36; RAD54 branch: -9; XiGFP reactiv: 0.3; S100A4 inh HTS: 10; esBAF inh: 6; E-sel inducer: -0.3; ERAP1 inh: 0

What do the screens show for `COc1cccc(S(=O)(=O)N[C@@H]2CC[C@H](CCNC(=O)Nc3cc(F)ccc3F)O[C@@H]2CO)c1`?
ERp5 inh: 5; RAD52 anneal inh: 1; RAD54 branch: -4; XiGFP reactiv: -0.3; S100A4 inh HTS: -8; esBAF inh: 10; E-sel inducer: -0.1; ERAP1 inh: -1

How did Cc1ccccc1CC(=O)N1CCCC1 do in these assays?
ERp5 inh: -4; RAD52 anneal inh: 2; RAD54 branch: -7; XiGFP reactiv: 0.1; S100A4 inh HTS: 1; esBAF inh: 1; E-sel inducer: 0.1; ERAP1 inh: 4

How did O=C(O)c1[nH]c2ccccc2c1C(c1c(F)cccc1Cl)c1c(C(=O)O)[nH]c2ccccc12 do in these assays?
ERp5 inh: -8; RAD52 anneal inh: -9; RAD54 branch: 6; XiGFP reactiv: 0.1; S100A4 inh HTS: -1; esBAF inh: -2; ERAP1 inh: 9

Results for Cc1cccc(OCCCC(=O)NCCc2ccccc2)c1 ?
ERp5 inh: 6; RAD52 anneal inh: -6; XiGFP reactiv: 1.3; S100A4 inh HTS: -1; ERAP1 inh: 8

Results for O=C(Nc1nc(-c2ccc3ccccc3c2)cs1)C1CCN(S(=O)(=O)c2cccs2)CC1 ?
ERp5 inh: 1; RAD52 anneal inh: -20; XiGFP reactiv: 0.0; S100A4 inh HTS: -8; E-sel inducer: 0.9; ERAP1 inh: -1

How did O=C(CN(Cc1ccccc1)C(=O)CNS(=O)(=O)c1ccc(Cl)cc1)NCC1CCCO1 (configuration not stated) do in these assays?
ERp5 inh: 0; RAD52 anneal inh: 0; RAD54 branch: 1; XiGFP reactiv: 0.0; S100A4 inh HTS: 9; esBAF inh: 0; ERAP1 inh: -4

What do the screens show for `C[C@@H]1CN([C@@H](C)CO)C(=O)c2cc(NC(=O)Nc3ccccc3)ccc2O[C@@H](C)CCCCO[C@@H]1CN(C)CC1CCCCC1`?
ERp5 inh: -4; RAD52 anneal inh: 9; RAD54 branch: -2; XiGFP reactiv: 0.4; S100A4 inh HTS: 15; esBAF inh: 5; E-sel inducer: -0.4; ERAP1 inh: -3

Results for CCCOc1ccc(F)cc1-c1cc(C(=O)Nc2ccc(OC)c(OC)c2)[nH]n1 ?
ERp5 inh: 1; RAD52 anneal inh: -8; RAD54 branch: 8; XiGFP reactiv: 0.1; S100A4 inh HTS: -4; esBAF inh: -3; E-sel inducer: 0.9; ERAP1 inh: 0

Results for Nc1nc2c(ncn2[C@@H]2O[C@H](C(=O)NC3CCCCC3)[C@@H](O)[C@H]2O)c(=O)[nH]1 ?
ERp5 inh: -1; RAD52 anneal inh: 3; XiGFP reactiv: 0.3; S100A4 inh HTS: -14; E-sel inducer: -0.1; ERAP1 inh: 2

Results for CS(=O)(=O)N(CC(=O)Nc1ccccc1-c1ccccc1)c1cccc(F)c1 ?
ERp5 inh: 3; RAD52 anneal inh: -1; RAD54 branch: 0; XiGFP reactiv: 0.1; S100A4 inh HTS: -1; esBAF inh: 8; ERAP1 inh: 1

Results for Cc1cc(C)cc(NC(=O)CN2CCN(CCN=CC3=C(O)CC(c4ccc(Cl)cc4)CC3=O)CC2)c1 (configuration not stated) ?
ERp5 inh: 1; RAD52 anneal inh: -30; RAD54 branch: -9; XiGFP reactiv: 0.1; S100A4 inh HTS: -9; ERAP1 inh: -1

Results for COc1ccc(S(=O)(=O)N(C)C[C@H]2OCCCC[C@H](C)Oc3ccc(NS(=O)(=O)c4ccc(Cl)cc4)cc3C(=O)N([C@H](C)CO)C[C@H]2C)cc1 ?
ERp5 inh: 2; RAD52 anneal inh: -16; XiGFP reactiv: 0.0; S100A4 inh HTS: 13; E-sel inducer: 0.0; ERAP1 inh: 3

What do the screens show for `NS(=O)(=O)c1cccc(NC(=S)NCc2ccc3c(c2)OCO3)c1`?
ERp5 inh: 0; RAD52 anneal inh: -16; RAD54 branch: -4; XiGFP reactiv: 0.0; S100A4 inh HTS: 0; esBAF inh: 0; E-sel inducer: 1.5; ERAP1 inh: -2

Results for O=C(Nc1cccc(C(=O)O)c1)/C(=C\c1ccc2c(c1)OCO2)NC(=O)c1ccccc1 ?
ERp5 inh: -4; RAD52 anneal inh: -4; RAD54 branch: -2; XiGFP reactiv: 0.0; S100A4 inh HTS: -1; ERAP1 inh: -28

How did Cc1nc2cc(C(F)(F)F)ccc2n1C1CCN(CC(=O)N2CCCC2)CC1 do in these assays?
ERp5 inh: 1; RAD52 anneal inh: -19; XiGFP reactiv: 0.0; S100A4 inh HTS: 3; ERAP1 inh: 4

Results for N#C/C(=C\c1cccc(O)c1)C(=O)Nc1ccc2c(c1)OCCO2 ?
ERp5 inh: 0; RAD52 anneal inh: 3; RAD54 branch: 1; XiGFP reactiv: 0.2; S100A4 inh HTS: -27; esBAF inh: -2; E-sel inducer: -0.1; ERAP1 inh: 0

Taken from the listing for reference:
How did O=C(CN(Cc1ccccc1)C(=O)CNS(=O)(=O)c1ccc(Cl)cc1)NCC1CCCO1 (configuration not stated) do in these assays?
ERp5 inh: 0; RAD52 anneal inh: 0; RAD54 branch: 1; XiGFP reactiv: 0.0; S100A4 inh HTS: 9; esBAF inh: 0; ERAP1 inh: -4

What do the screens show for `C[C@@H]1CN([C@@H](C)CO)C(=O)c2cc(NC(=O)Nc3ccccc3)ccc2O[C@@H](C)CCCCO[C@@H]1CN(C)CC1CCCCC1`?
ERp5 inh: -4; RAD52 anneal inh: 9; RAD54 branch: -2; XiGFP reactiv: 0.4; S100A4 inh HTS: 15; esBAF inh: 5; E-sel inducer: -0.4; ERAP1 inh: -3

Results for CCCOc1ccc(F)cc1-c1cc(C(=O)Nc2ccc(OC)c(OC)c2)[nH]n1 ?
ERp5 inh: 1; RAD52 anneal inh: -8; RAD54 branch: 8; XiGFP reactiv: 0.1; S100A4 inh HTS: -4; esBAF inh: -3; E-sel inducer: 0.9; ERAP1 inh: 0
